PLCb3 inh = human PLC-beta3 inhibitors, primary screen, biochemical, fluorescence. 1-phosphatidylinositol 4,5-bisphosphate phosphodiesterase beta-3 (Homo sapiens), Q01970. Purified PLC-beta3, fluorogenic substrate. inhibition, % at 12.2 µM. 370,000 tested, 0.18% active. AID 720704, 2013; in the data active = inhibition above about 11%;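 note: 0% = median of compound wells on plate and 100% = full blocker control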
hcDAF-12 act = H. contortus DAF-12 nuclear receptor activators, primary screen, cell-based, luminescence, HEK293, lit1-tk-luc reporter. HEK293 hcDAF-12 lit1-tk-luc reporter; 0% DMSO, 100% Δ7-dafachronic acid. activation, % at 6.8 µM. 370,000 tested, 1.4% active. AID 652067, 2013;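 active = activation above the mean of all tested compounds plus 3 SD, cut at about 5.5% in these data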;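 note: 100% = response to 3 µM Δ7-dafachronic acid high control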
ssDAF12 agonist = S. stercoralis DAF-12 nuclear receptor activators, primary screen, cell-based, luminescence, HEK293, GRIP1 co-expression, lit1-tk-luc; Nuclear hormone receptor DAF-12 (Strongyloides stercoralis); HEK293 ssDAF-12/GRIP1 lit1-tk-luc reporter; % of 3 µM dafachronic acid response; activation, % at 6.8 µM; 370,000 tested, 1% active;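 active = activation above the mean over all tested compounds plus 3 SD, cut at about 0.9% in these data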;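 note: 0% = DMSO-only wells and 100% = 3 µM delta7-dafachronic acid wells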
hgDAF12 agonist = H. glycines DAF-12 receptor agonists, primary screen, cell-based, luminescence, HEK293, GAL4 fusion, UAS-luciferase; HEK293 GAL4-hgDAF12 UAS-luciferase reporter, agonist luminescence; normalized to butyrate control; activation, % at 6.8 µM; 370,000 tested, 1.8% active; AID 687014, 2013;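 active = activation above a cutoff set at the mean of all screened compounds plus 3 SD, cut at about 10% in these data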;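 note: 0% = DMSO wells and 100% = sodium butyrate wells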
DAX1 inh-1 = DAX1 (NR0B1) inhibitors on StAR promoter, primary screen, cell-based, luminescence, SF-1 (NR5A1), full-length DAX-1. HEK293T StAR-luciferase reporter, SF-1/DAX-1 repression relief. inhibition, % at 6.8 µM. 370,000 tested, 1.1% active. AID 652010, 2013;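 active = inhibition above the mean over all tested compounds plus 3 SD, cut at about 3.6% in these data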;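 note: 0% = DAX-1 cells with DMSO and 100% = cells lacking DAX-1 with DMSO; higher inhibition means more luminescence from relief of DAX-1 repression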
ADAM17 inh = ADAM17 inhibitors, primary screen, biochemical, QFRET; Disintegrin and metalloproteinase domain-containing protein 17 (Homo sapiens), P78536; recombinant ADAM17, EDANS/DABCYL FRET peptide cleavage; inhibition, % at 6.95 µM; 370,000 tested, 0.83% active; AID 720648, 2013;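 active = inhibition above the mean of compounds lying between control limits plus 3 SD, set per campaign, cut at about 8.5% in these data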;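 note: 0% = DMSO-only wells as the low control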
Target sequence (P78536 215-824 limits assumed): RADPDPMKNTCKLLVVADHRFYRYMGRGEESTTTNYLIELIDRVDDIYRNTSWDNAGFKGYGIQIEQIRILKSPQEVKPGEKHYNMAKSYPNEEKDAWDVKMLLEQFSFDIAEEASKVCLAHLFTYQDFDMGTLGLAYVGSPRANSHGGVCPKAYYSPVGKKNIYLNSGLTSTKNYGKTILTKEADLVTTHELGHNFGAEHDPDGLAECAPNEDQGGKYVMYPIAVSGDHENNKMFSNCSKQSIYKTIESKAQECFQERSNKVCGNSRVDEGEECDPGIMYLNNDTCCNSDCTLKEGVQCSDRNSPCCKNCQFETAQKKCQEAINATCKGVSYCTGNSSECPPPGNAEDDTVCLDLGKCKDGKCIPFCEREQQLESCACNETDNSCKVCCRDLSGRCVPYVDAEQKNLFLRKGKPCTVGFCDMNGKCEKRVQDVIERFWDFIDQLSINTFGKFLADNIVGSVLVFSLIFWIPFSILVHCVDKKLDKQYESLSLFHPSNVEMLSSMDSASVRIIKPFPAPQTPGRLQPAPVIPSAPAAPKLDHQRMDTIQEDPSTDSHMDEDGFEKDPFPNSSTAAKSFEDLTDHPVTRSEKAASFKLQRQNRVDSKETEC
NR1D1 modulator = modulators of Rev-erb alpha DNA binding, primary screen, biochemical, FITC-DNA, fluorescence polarization, uHTS; Nuclear receptor subfamily 1 group D member 1 (Homo sapiens), P20393; Rev-erbα–FITC-DNA binding, 90 min; activity, % at 10 µM; 370,000 tested, 0.79% active; AID 1259318, 2017;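 active = activity above about 14%, limit read from the data; passing the limit was not always enough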;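 note: 0% = DMSO wells with 35 nM protein and 100% = DMSO wells with 750 nM protein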
SMARCA2 act = SMARCA2 (BRM) function activators, primary screen, cell-based, luminescence, high throughput; activation, % at 9.1 µM; MG213 cells, MMTV-luciferase reporter, dexamethasone, overnight; 370,000 tested, 1% active; in the data active = activation above about 7.8%;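 note: 0% = vehicle wells and 100% = reference activator wells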
DAX1 inh-2 = DAX1 (NR0B1) inhibitors, primary screen, cell-based, HEK293, Gal4-DAX1, luciferase luminescence; Nuclear receptor subfamily 0 group B member 1 (Homo sapiens), P51843; HEK293 Gal4-DAX1 luciferase reporter; inhibition, % at 6.75 µM; AID 504766, 2011; 340,000 tested, 0.99% active;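 active = inhibition above the mean over all tested compounds plus 3 SD, cut at about 4.2% in these data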;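 note: 0% = DAX1-transfected cells with DMSO and 100% = empty-vector control cells with DMSO; inhibition shows as a rise in luminescence from relieved DAX1 repression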
PLCg1 inh = PLC-gamma1 enzyme inhibitors, primary screen, biochemical, fluorescence, purified enzyme; 1-phosphatidylinositol 4,5-bisphosphate phosphodiesterase gamma-1 (Homo sapiens), P19174; fluorogenic substrate; inhibition, % at 12.2 µM; 370,000 tested, 0.84% active; in the data active = inhibition above about 9.5%
MBD2 DNA inh = inhibitors of MBD2 binding to methylated DNA, primary screen, biochemical, TR-FRET, DNA-binding domain, human; MBD2 binding to methylated oligonucleotide; 370,000 tested, 0.31% active; inhibition, % at 4.4 µM; in the data active = inhibition above about 13%
Target sequence (Q9UBB5 whole entry, looked up, the tested form may be a part): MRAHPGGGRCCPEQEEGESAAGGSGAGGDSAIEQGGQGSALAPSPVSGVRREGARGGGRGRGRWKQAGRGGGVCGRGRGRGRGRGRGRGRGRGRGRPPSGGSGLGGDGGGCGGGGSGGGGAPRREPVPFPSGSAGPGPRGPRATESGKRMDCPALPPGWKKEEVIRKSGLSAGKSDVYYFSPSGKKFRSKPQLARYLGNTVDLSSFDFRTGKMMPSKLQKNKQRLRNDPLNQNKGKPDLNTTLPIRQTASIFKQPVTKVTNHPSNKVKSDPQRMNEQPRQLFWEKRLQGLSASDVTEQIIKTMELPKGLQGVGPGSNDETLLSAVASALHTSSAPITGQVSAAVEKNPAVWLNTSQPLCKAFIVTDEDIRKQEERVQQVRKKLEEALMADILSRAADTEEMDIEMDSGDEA
An asterisk follows results filed as active; · = no result given.

SMILES	PLCb3 inh	hcDAF-12 act	ssDAF12 agonist	hgDAF12 agonist	DAX1 inh-1	ADAM17 inh	NR1D1 modulator	SMARCA2 act	DAX1 inh-2	PLCg1 inh	MBD2 DNA inh
C/C(=N\c1nc2ccccc2n1C)c1cc(Cl)ccc1O	-3	4.2	0.2	1.8	0.3	-2	-2	1	-0.1	-4	-5
O=C1CC2CS(=O)(=O)CC2N1c1ccc(Cl)cc1Cl (stereo not drawn)	6	-1.6	-1.1	1.6	-0.3	-3	-2	-1	0.4	1	-2
Cc1cccc(CSc2nnc(-c3cccs3)n2Cc2ccco2)c1	-1	-2.4	-1.5	-1.2	0.2	3	2	1	-1.1	3	1
Cc1ccc(CSCCNS(=O)(=O)c2ccc([N+](=O)[O-])cc2)cc1	-4	0.6	-1.2	-3.3	-2.8	8	0	-2	-0.4	1	-1
O=C(CNC(=O)c1cc(S(=O)(=O)N2CCCCC2)ccc1N1CCOCC1)Nc1ccc(F)c(F)c1	-4	3.0	-0.7	-1.2	-0.3	-2	13	-1	2.8	1	0
Cc1ccc(S(=O)(=O)N2CCOCC2)cc1NC(=O)CSc1nnc(COc2ccccc2F)n1N	-6	-2.7	-1.3	-1.4	0.3	-4	1	-2	0.2	0	1
Cc1ccc(CN(c2ccc(C(=O)N3CCCC3)cc2)S(C)(=O)=O)cc1	0	0.3	-1.2	-0.3	-0.4	-6	-4	-2	0.8	0	-4
CC(C)[C@H](NC(=O)[C@@H]1Cc2ccccc2CN1)C(=O)NC1CCCCC1	-6	1.8	-1.0	1.1	0.6	-2	3	3	0.3	-1	0
CCCC1NC(=O)c2cccnc2-n2c1nc1ccc(Br)cc1c2=O (stereo not drawn)	-1	-2.1	-1.0	0.5	-0.9	-1	4	-4	-0.8	1	4
CC1(C)CC(=O)C2=C(C1)OC1=C(C(=O)CC(C)(C)C1)C2c1ccc(O)cc1O	-22	-2.4	-2.1	-5.7	-0.5	-22	-1	-10	-1.9	3	-5
O=C(CCNC(=O)c1ccc(Br)cc1)Nc1cc(Cl)ccc1-n1cncn1	-8	3.5	-0.3	-1.9	-0.3	-4	6	-2	-1.4	0	2
COc1ccc(NC(=O)CSc2nnc(-c3ccoc3C)n2CCc2ccccc2)cc1	1	-1.4	-0.9	0.5	-0.6	2	0	5	-0.1	-1	3
CC(C)C(=O)N1CCC1(C)C(=O)Nc1cc(-c2ccccc2)nn1C (stereo not drawn)	0	0.9	-0.8	7.8	1.9	-1	2	4	·	0	1
Cc1ccccc1-n1c(SCC(=O)N/N=C/C=C/c2ccccc2[N+](=O)[O-])nc2ccccc2c1=O	5	-4.6	-1.6	-4.5	-1.1	10.0*	6	-3	-0.1	5	5
Cc1ccc(NC(=O)CSCC(=O)Nc2ccc(N3CCOCC3)c(Cl)c2)cc1	-2	-1.6	-0.8	3.8	-0.6	-3	0	1	-0.5	1	-3
N#Cc1ccc2nc(-c3ccc(CN4CCC5(CC4)CNc4ccccc45)cc3)c(-c3ccccc3)nc2c1	-4	-1.3	-1.1	-0.4	-0.6	4	1	-2	·	-7	3
Cc1ccc2nc(SCC(=O)Nc3cccc([N+](=O)[O-])c3)[nH]c2c1	1	-1.9	-2.0	1.0	-1.1	0	1	-1	0.5	-1	-6
COc1ccc(-c2nc3ccccn3c2C=O)cc1	-4	5.7*	0.0	9.8	1.4	-7	5	8.7*	-0.9	-3	2
CCCNC(=O)/C(C#N)=C1\N=C(NC(=O)c2cccs2)c2ccccc21	-8	-0.6	-1.1	1.9	0.0	-2	30*	1	0.0	-5	2
CC(C)(C)NS(=O)(=O)c1ccc(-c2csnn2)s1	0	-1.7	-1.3	-0.1	-0.1	-1	4	-1	-0.6	0	-6
CCN(CC)c1ccc(/C=N/NC(=O)Cc2cccs2)c(O)c1	-51	-6.0	-1.5	-4.5	-2.0	-13	0	-2	0.0	-44	1
O=C(NS(=O)(=O)c1ccccc1)c1ccccc1O	-3	0.1	-1.2	-1.0	0.1	-1	-3	-1	0.5	-1	3
COc1cccc(NC(=O)c2cc([N+](=O)[O-])ccc2NCc2cccnc2)c1	3	-1.3	-0.8	-5.0	-0.4	6	-3	-2	-2.0	2	-5
COc1ccccc1C(=O)NNC(=O)c1ccccc1F	1	11*	1.5*	16*	2.6	0	0	6	1.2	-1	4
O=C(CSc1ccccc1Cl)N1CCOCC1	-4	-2.0	-1.1	0.2	0.3	0	1	-1	1.0	1	3
O=C(COc1cc2oc(=O)cc(-c3ccccc3)c2cc1Cl)NCC1CCC(C(=O)O)CC1 (stereo not drawn)	-19	-0.1	-1.0	-1.2	-0.4	-8	-6	-3	2.7	-9	-2
COc1cc(C(=O)Nc2ccc3c(c2)OCCO3)ccc1OC(C)C	3	0.4	-0.7	5.4	1.7	0	3	6	0.6	0	-2
NCCCCCc1nnc(SCC(=O)c2ccc(Cl)cc2)o1	0	-2.0	-0.8	-0.5	-0.7	-2	-3	1	-0.9	0	-1
COc1cc(/C=C/C(=O)NCc2cccnc2)cc(OC)c1OC	-28	-1.6	-1.0	0.5	1.1	-20	-2	2	0.0	-21	-2
Cc1cc([N+](=O)[O-])nn1CC(=O)NCCCn1ccnc1	-1	-3.4	-1.3	-0.3	0.0	2	-3	2	2.2	3	0
Cc1cc(NS(=O)(=O)c2ccc(NC(=O)c3cnc(Cl)c(Cl)c3)cc2)nc(C)n1	-5	0.4	-0.7	0.0	1.6	-2	-9	0	0.3	0	6
CCOC(=O)C1=C(COC(=O)c2ccc([N+](=O)[O-])o2)NC(=O)NC1C (stereo not drawn)	1	-0.2	0.4	-0.6	-0.4	-3	-2	4	0.8	-2	-3
CSc1ncccc1C(=O)OCC(=O)N(CC(C)C)C1CCS(=O)(=O)C1 (stereo not drawn)	0	-0.5	-0.9	-0.2	-0.3	-5	-1	-3	0.9	2	1
Cn1cc(CCC(=O)NCc2ccc(Cl)cc2)c2ccccc21	-5	-0.2	-0.9	0.9	-0.4	4	0	-2	0.5	-5	1
CCCCNC(=O)Nc1c(C(=O)OCC)[nH]c2ccccc12	-5	1.5	-0.5	3.5	0.7	0	3	-5	-0.2	3	0
Cc1ccc(SCn2nnc3ccccc3c2=O)c(C)c1	-4	-0.2	-0.8	14*	1.1	-1	3	5	1.1	-2	1
CCCCc1ccc2nc(NC(=O)c3cccs3)sc2c1	-105	6.1*	2.5*	27*	·	-38	-5	·	·	-68	-9
CCOc1cc(/C=C/c2cc(C(=O)O)c3ccccc3n2)ccc1O	-3	3.1	-1.4	-2.2	0.1	-2	0	-2	1.7	-3	-4
CCOC(=O)c1c(SC)n(-c2ccccc2)c(=S)n(-c2ccccc2)c1=O	-3	-0.4	-1.1	0.6	-0.3	-1	-1	-2	2.1	3	3
O=C(CSc1ccccc1F)Nc1ccc2c(c1)OCO2	5	2.3	-0.5	11*	2.2	1	0	11*	1.1	5	3

Limited to hgDAF12 agonist and hcDAF-12 act, for some of the entries so far:
Structure	hgDAF12 agonist	hcDAF-12 act
CCOC(=O)C1=C(COC(=O)c2ccc([N+](=O)[O-])o2)NC(=O)NC1C (stereo not drawn)	-0.6	-0.2
Cn1cc(CCC(=O)NCc2ccc(Cl)cc2)c2ccccc21	0.9	-0.2

Following part:
SMILES	PLCb3 inh	hcDAF-12 act	ssDAF12 agonist	hgDAF12 agonist	DAX1 inh-1	ADAM17 inh	NR1D1 modulator	SMARCA2 act	DAX1 inh-2	PLCg1 inh	MBD2 DNA inh
CCCCCCCC1=NN(c2ccc(S(=O)(=O)O)cc2)C(=O)C1N=O (stereo not drawn)	2	0.7	-0.2	0.6	0.3	0	8	0	0.3	2	1
C=CCN(C(=O)CCC(=O)Nc1cc(C)on1)C(C(=O)NC1CCCC1)c1ccc(OC)cc1OC (stereo not drawn)	-3	-1.8	-1.3	0.4	0.0	0	1	-3	0.7	-1	-6
O=C(NCc1cccnc1)C(=O)NCC1OCCCN1S(=O)(=O)c1ccc(F)cc1 (stereo not drawn)	-2	1.2	-0.8	2.8	0.5	-2	5	-3	0.6	0	2
CC(=O)Nc1ccc(NC(=O)Nc2ccc3c(c2)N(C)C(=O)CS3)cc1	-2	-2.4	-0.9	-0.3	-0.9	-2	4	-4	-0.5	-1	3
CCc1cc2c(=O)c(-c3nc4ccccc4n3C)c(C)oc2c(CN2CCOCC2)c1O	-448	-1.7	-1.7	0.6	-1.8	-133	4	-4	-1.3	-339	-5
c1cncc(CNc2ncnc3sccc23)c1	-8	-1.9	-1.2	0.5	-1.2	-11	0	-3	-1.4	-5	6
O=C(Nn1cnnc1)c1cc([N+](=O)[O-])cc([N+](=O)[O-])c1	3	-1.1	-0.6	-2.4	-0.1	2	-7	-1	0.3	2	2
Cn1c(NCCO)nc2c1c(=O)n(Cc1cccc(Cl)c1)c(=O)n2C	-4	0.1	-0.3	-2.1	-0.1	-2	0	-3	-1.4	0	-1
CCCNC(=O)c1ccc2snnc2c1	-1	-0.2	-1.3	-0.6	0.4	5	-1	-2	0.0	0	-2
O=C1/C(=C/c2ccc(O)cc2)SC(=S)N1CC1CCCO1 (stereo not drawn)	-51	-0.6	-1.0	3.8	1.3	2	12	-3	3.4	-37	-1
Cc1c(C)n(CCc2ccccc2)c2ncnc(NCCCO)c12	-3	4.2	-0.3	5.3	1.2	1	-7	3	1.1	0	-4
O=C(CCCN1C(=O)C2C3C=CC(C3)C2C1=O)N1CCN(c2ccccc2)CC1 (stereo not drawn)	5	-0.5	-0.9	-0.8	-0.3	1	-1	1	-0.4	5	-3
COc1ccc(CC(=O)NC(c2ccccc2)c2ccc(C)cc2)c(OC)c1 (stereo not drawn)	-4	-1.5	-0.7	-3.2	-0.3	-1	-1	1	-0.4	8	1
COc1ccc(NC(=O)CSc2ccc(C)cc2)cc1	1	0.7	-0.4	5.6	0.4	2	-6	1	0.7	2	3
N=c1n(Cc2ccc(Cl)cc2)c2ccccc2n1CC(O)COc1ccccc1 (stereo not drawn)	4	-0.3	-1.8	-1.3	-1.2	-2	6	-6	-1.2	7	-2
CCCCOc1ccc(C(=O)Nc2ccc(OCC(=O)N3CCOCC3)cc2)cc1	-3	2.1	-0.6	2.5	1.0	-3	5	1	-1.4	1	-2

Source: PubChem BioAssay (several laboratories)
